FLuc modulator: counter-screen for miR-21 project: firefly luciferase inhibitors or activators; P08659; 360,000 tested, 6.9% active; purified FLuc, Km substrates, luminescence inhibition; Potency, µM (titrated, usually from 57.5 µM), without a hit: top-dose activity change, negative = inhibition, hits mostly inhibitors;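 further: potency means the concentration at half of the fitted maximal effect; plate controls were vehicle for no effect and reference inhibitor for full effect; nearly all actives have a fitted effect of over 55% in size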
Target sequence (P08659 whole entry, looked up): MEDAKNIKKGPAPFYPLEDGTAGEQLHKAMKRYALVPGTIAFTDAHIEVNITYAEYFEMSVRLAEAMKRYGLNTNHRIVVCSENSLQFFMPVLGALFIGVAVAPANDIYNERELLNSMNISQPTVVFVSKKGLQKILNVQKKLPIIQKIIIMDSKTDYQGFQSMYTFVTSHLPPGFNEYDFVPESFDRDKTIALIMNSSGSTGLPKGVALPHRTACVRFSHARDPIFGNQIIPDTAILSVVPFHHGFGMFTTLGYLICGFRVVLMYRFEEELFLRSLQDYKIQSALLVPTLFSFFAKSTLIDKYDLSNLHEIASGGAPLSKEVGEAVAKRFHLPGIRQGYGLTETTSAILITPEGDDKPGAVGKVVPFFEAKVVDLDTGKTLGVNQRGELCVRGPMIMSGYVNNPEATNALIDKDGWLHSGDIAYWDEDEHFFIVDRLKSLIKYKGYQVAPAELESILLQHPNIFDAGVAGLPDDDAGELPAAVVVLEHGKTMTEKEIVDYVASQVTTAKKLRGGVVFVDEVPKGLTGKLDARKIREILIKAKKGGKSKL
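Purified P. pyralis luciferase (10nM final) with 10uM D-luciferin and 10uM ATP (Km levels) in 50mM Tris acetate pH 7.5, 10mM Mg acetate, 0.01% Tween-20, 0.05% BSA; qHTS 6-point titration, ~60 µM downward; luminescence read.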
Menin-MLL TR inh: inhibitors of human menin-MLL interaction, mutant MLL peptide; 270,000 tested, 0.23% active; O00255; Potency, µM (titrated, usually from 61.6 µM), inactives show at the top dose FP activity change, negative = inhibition, usual class: inhibitors; Menin + Texas Red MLL mutant peptide, fluorescence polarization; active means well fitted inhibition curve with a large enough effect in the polarisation, with a control signal flat, not every such curve was filed as active; inconclusive means small, poorly fitted or top-dose-only effect, or effect the other way, or a change in a side signal; inactive means no such curve, though single readings can be large or run the other way; the % refers to the polarisation; further: potency means the concentration at half of the fitted maximal effect; % of control where 0% means no effect; many of its hits are not listed in these tables
RORg inh: inhibitors of mouse ROR gamma transcriptional activity. P51450. Drosophila S2 Gal4-RORgamma UAS-luciferase reporter, 20 h. Potency, µM (doses to about 53.6 µM), for inactives: at the top dose activity change, negative = inhibition, usual class: inhibitors. 310,000 tested, 5.4% active; further: potency means the concentration at half of the fitted maximal effect; on the % scale 0 is the no-effect control and ±100 the full control effect; nearly all actives have a fitted effect of over 60% in size
Target sequence (P51450 whole entry, looked up, the tested form may be a part): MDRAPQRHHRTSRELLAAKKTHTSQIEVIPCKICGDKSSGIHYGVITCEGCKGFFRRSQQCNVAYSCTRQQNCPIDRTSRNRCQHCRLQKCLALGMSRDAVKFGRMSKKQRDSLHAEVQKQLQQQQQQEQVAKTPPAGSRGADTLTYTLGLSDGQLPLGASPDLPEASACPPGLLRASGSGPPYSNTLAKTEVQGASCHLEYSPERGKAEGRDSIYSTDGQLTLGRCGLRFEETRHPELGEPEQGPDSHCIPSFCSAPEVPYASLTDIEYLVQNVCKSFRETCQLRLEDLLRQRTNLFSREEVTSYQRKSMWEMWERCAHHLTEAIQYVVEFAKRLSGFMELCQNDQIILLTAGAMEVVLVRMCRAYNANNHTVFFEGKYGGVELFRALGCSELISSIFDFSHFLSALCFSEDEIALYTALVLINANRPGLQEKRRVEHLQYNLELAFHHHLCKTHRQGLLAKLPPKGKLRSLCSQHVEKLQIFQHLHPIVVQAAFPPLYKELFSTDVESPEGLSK
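Drosophila S2 cells stably expressing Gal4-DBD/mouse RORγ fusion under metallothionein promoter plus UAS-luciferase; compound 1 h, then 700 uM CuSO4 induction for 20 h at ambient temperature; inhibition read as reduced luminescence.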
Rab9 prom act: activates the Rab9 promoter; Huh7 Rab9 promoter-luciferase reporter, luminescence, 24 h; Potency, µM (doses to about 9.22 µM), for the others: top-dose activation, negative = inhibition, most hits filed as activators; 320,000 tested, 2.8% active; further: potency means the concentration at half of the fitted maximal effect; % of control where 0% means no effect; nearly all actives have a fitted effect of over 60% in size
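Steps: seed 1500 Huh7 Rab9-luc cells per well, rest 2 h at 37 °C; add compound in DMSO; incubate 24 h; add luciferase reagent, 10 min ambient; read luminescence.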
PKM2 activator: PKM2 (human) enzyme activation. purified PKM2, Kinase-Glo ATP luminescence, activation; response scale: 0% is enzyme alone, no compound. Potency, µM (series often up to 57.5 µM), for the others: at the top dose activation, most hits filed as activators. 260,000 tested, 0.34% active. AID 1631; further: potency means the concentration at half of the fitted maximal effect; on the % scale 0 is the no-effect control and ±100 the full control effect; nearly all actives have a fitted effect of over 55% in size
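Purified hPK-M2 (>95% pure) converted ADP (0.1 mM final) to ATP with 0.5 mM PEP in 50 mM imidazole pH7.2, KCl, MgCl2, Tween 20, BSA; 1 h at room temperature. ATP detected by Kinase-Glo luminescence.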
VP16 counter: inhibits Gal4-VP16 luciferase reporter, ROR gamma counter-screen | Potency, µM (series often up to 53.6 µM), for the others: at the highest dose activity, negative = inhibition, usual class: inhibitors | 310,000 tested, 3.5% active | Drosophila S2 Gal4-VP16 UAS-luciferase, luminescence, 20 h;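 further: Gal4-VP16 expression switched on by copper sulfate through the metallothionein promoter; potency means the concentration at half of the fitted maximal effect; on the % scale 0 is the no-effect control and ±100 the full control effect; nearly all actives have a fitted effect of over 50% in size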
Giardia kill: kills Giardia lamblia. Giardia lamblia trophozoite viability. 340,000 tested, 0.15% active. activity change, % at 7.66 µM, hits read low; in the data active means activity change below about -80%; inconclusive means between about -30% and that limit;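 further: parasites exposed to compound for two days anaerobically before the ATP read; on the % scale 0 is the no-effect control and ±100 the full control effect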
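Anaerobic 48 hrs incubation at 37 deg C of 100 trophozoites/well with test compounds; ATPLite 1-Step luminescence, 15-30 min RT, reports cellular ATP as viability.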
p53 reactivator: re-activators of mutant p53 | H1299 p53-A138V BP100-luciferase reporter, luminescence, 24 h | Potency, µM (series often up to 92.2 µM), for inactives: at the highest dose activity change, positive = activation, hits mostly activators | 320,000 tested, 0.063% active | AID 504706; further: potency means the concentration at half of the fitted maximal effect; % of control where 0% means no effect; nearly all actives have a fitted effect of over 45% in size
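p53-null H1299 cells stably carrying temperature-sensitive p53-A138V and a BP100-luciferase reporter were pinned with compounds (4-point, 1:5 series) and held 24 hrs at 37 deg C. Luminescence was read 10 min after detection reagent.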
NPC1 promoter act: activates the NPC1 promoter; Huh7 NPC1 promoter luciferase reporter, 24 h; Potency, µM (doses to about 9.22 µM), for the others: top-dose activation, hits mostly activators; 320,000 tested, 2.4% active; AID 485313;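 further: potency means the concentration at half of the fitted maximal effect; % of control where 0% means no effect; nearly all actives have a fitted effect of over 60% in size; reporter is driven by a mutant NPC1 promoter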
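Luminescence from an NPC1 promoter-driven luciferase reporter in stably transfected Huh7 cells was measured after 24 h compound treatment at 37 °C, followed by 10 min ambient incubation with luciferase detection reagent.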
ELG1 genotoxic: genotoxicity induction in ELG1-luciferase HEK293T cells. HEK293T ELG1-luciferase reporter, luminescence, 16 h. Potency, µM (highest dose often 46 µM), for inactives: top-dose activity change, positive = activation, hits mostly activators. 330,000 tested, 1.3% active; further: potency means the concentration at half of the fitted maximal effect; % of control where 0% means no effect; nearly all actives have a fitted effect of over 60% in size
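16 hr compound incubation (37 °C, 5% CO2) of HEK293T cells carrying luciferase-tagged ELG1; luciferase then measured by ONE-Glo luminescence after 30 min at RT.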
BRCA1 expr up: increases BRCA1 expression; 380,000 tested, 1.1% active; MCF7-BRCA1-FFLuc reporter, luminescence, 48 h; response scale: scaled: vehicle 0%, 10 µM genistein 100%; AID 624202; Potency, µM (titrated, usually from 46.1 µM), inactives show at the highest dose activation, actives largely listed as activators; further: potency means the concentration at half of the fitted maximal effect; nearly all actives have a fitted effect of over 80% in size; some results filed as inactive show a strong effect at the top dose
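48 h compound treatment of MCF7-BRCA1-FFLuc cells (phenol-red free MEM, 37 °C), then 15 min with luciferase substrate and luminescence imaging.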
Active calls of the source: *; ? = inconclusive; . = no result given; & = joins results of further samples; [ ] = another dose, or the depositor's remark. Unless noted, the call rests on the fitted dose curve; in most records, active means well fitted curve in the direction sought with a large enough effect; inconclusive means small, poorly fitted or top-dose-only effect, or another doubt; inactive means no such curve, though single readings can be large; an effect the other way counts as inactive or inconclusive. This is a subset; the hit share may differ from the screen's.

Under each structure: ELG1 genotoxic, p53 reactivator, Menin-MLL TR inh, RORg inh, Giardia kill, FLuc modulator, VP16 counter, PKM2 activator, BRCA1 expr up, Rab9 prom act, NPC1 promoter act
O=c1c2ccccc2nc(-c2ccccc2)n1-c1cccc(O)c1
    -4%, -1%, 34%[activator], 9%, -12, 3%, 4%, 4%, -12%, 1%, -3%
CCOc1ccc(N2C(=O)CC(=O)NC2=O)cc1
    -1%, 5%, 6%, -13%, 4, -1%, 1%, 5%, -3%, 0%, -3%
Cc1cc(=O)[nH]c(SCc2nc3ccccc3c(=O)n2-c2ccccc2C)n1
    3%, -1%, -2%, -7%, -10, 1%, 2%, 0%, 0%, 1%, 0%
COc1cccc(-n2c(C)nc3ccccc3c2=O)c1
    14%, -6%, 23%, -5%, 9, 3%, -9%, -5%, 1%, -2%, 13%
O=C(COc1ccc(Cl)cc1)N1CCN(C/C=C/c2ccccc2)CC1
    -6%, 4%, -11%, 3%, 16, 3%, 2%, 7%, -50%, -1%, 1%
CCCCn1c(=O)c(C(=O)Nc2ccccc2N)c(O)c2ccccc21
    -7%, -5%, -19%, 5.6µM*, 24, -15%, 7.1µM*, 0%, -11%, 6%, -1%
Cc1cccc(NC(=O)C(C)N2CC=C(c3ccccc3)CC2)c1 (stereo not drawn)
    -5%, -1%, ?, 11%, 5, -6%, -5%, 3%, -21%, -28%, -3%
O=C(c1cn(Cc2ccccc2)c2ccccc12)N1CCCCC1
    1%, -4%, ?, ?, 2, ?, 0%, -3%, 0%, 6%, 0%
CC(C)c1ccc(C2NCc3ccccc3-n3cccc32)cc1 (stereo not drawn)
    -11%, 0%, ?, -44%, -25, 5%, ?, ., 0%, -2%, -2%
CCOc1ccccc1-n1c(O)c(C=NCCCn2ccnc2)c(=O)[nH]c1=O
    2%, -1%, ., -11%, -8, -1%, 1%, -6%, 6%, 1%, -2%
COc1cc(C)cc2oc(=O)c(CC(=O)N3C[C@H]4C[C@@H](C3)c3cccc(=O)n3C4)c(C)c12
    4%, ., 5%, 34%, 1, -1%, -3%, 0%, 0%, -1%, 1%
O=c1[nH]c(=O)n(C2CCCCC2)c(O)c1C1NCCc2ccccc21 (stereo not drawn)
    1%, 6%, 30%[activator], 1%, 14, -1%, -6%, -8%, -28%, 0%, 3%
C=C(CC1CC(O)[C@]2(C)OC3CC4OC5C[C@]6(C)O[C@]7(C)CCC8OC9C[C@]%10(C)OC%11C(C)=CC(=O)OC%11CC%10OC9C[C@@H](C)C8OC7CC6O[C@]5(C)C/C=C\C4OC3CC2O1)C(=O)O (stereo partly drawn)
    -4%, -3%, -16%, -17%, 6, 0%, 15%, -3%, 9%, 1%, -1%
CC(=O)Nc1ccccc1C(=O)OCc1ccc(F)cc1
    12%, ?, -16%, ?, 14, 0%, -15%, -5%, 74%, 20%, 11%
CCOC(C(=O)OCCC[N+](C)(CC)CC)(c1ccccc1)c1ccccc1
    -1%, -8%, 3%, 29%, -8, 0%, 1%, 0%, 3%, -7%, 0%
OC(C#CCN1CCOCC1)(c1ccccc1)C1CCCC1 (stereo not drawn)
    2%, 7%, -2%, -5%, -2, -2%, 14%, -3%, 2%, -5%, 0%
O=C(CNS(=O)(=O)c1ccc(Br)s1)N1CCC2(CC1)OCCO2
    3%, 17%, 5%, 21%, -22, 0%, 21%, 2%, 31%, 1%, 0%
O=C(CN1CCOCC1)c1cccc2ccccc12
    -1%, 8%, 1%, -14%, -2, 1%, -18%, 14%, -3%, 4%, -1%
COC(=O)C1=C(c2ccc(F)cc2OCc2ccccc2)C[C@@H]2CC[C@H]1N2C(=O)NCCOc1ccc(OC)cc1
    -3%, 27%, ., ., 3, 0%, ., ., -59%, -6%, -3%
O=C(CCc1ccc(O)cc1)N1C[C@H]2C[C@@H](C1)c1cccc(=O)n1C2
    -4%, 3%, 29%, 12%, 14, 0%, 1%, -2%, 8%, -3%, 0%
COc1ccc(OC)c(C(O)C(C)N)c1 (stereo not drawn)
    1%, ?, ?, -17%&7%, 4, 5%, 2%&-2%, 0%, 7%, -1%[46.1 µM], 2%[46.1 µM]
COC(=O)C1=C(c2cccc(C#N)c2)C[C@@H]2CC[C@H]1N2C(=O)NC1CCCCC1
    0%, -14%, ., ., -18, -3%, ., ., -5%, -4%, -3%
CCOc1cc(N2CCOCC2)c(OCC)cc1NC(=O)C1=NN(c2cccc(C)c2)C(=O)CC1
    -1%, 10%, ?, 19%, -6, -10%, -15%[10 µM], 7%, -18%, -12%, -7%
CC1CN=C(NCc2ccccc2Cl)S1 (stereo not drawn)
    -2%, ., -17%, ., 7, -15%, ., 6%, 25%, -40%, 3%
c1ccc2c(NC3=NCCS3)cccc2c1
    2%, 3%, -1%, ?, 1, 2%[2.3 µM], 19%, 2%, 16%, 10%, 0%
Cc1ccsc1C(=O)C1CCCN(Cc2c(C)nn(C(C)C)c2C)C1 (stereo not drawn)
    -6%, -1%, -1%, -1%, 6, 1%, -4%, -8%, 12%, -4%, -8%
CC(c1ccccc1)n1cncc1C(=O)N1CCCC1=O (stereo not drawn)
    0%, -1%, 1%, -19%, 9, 2%, 0%, 4%, 7%, -9%, -2%
CC(=O)C1(c2ccccc2)CCNCC1
    -3%, ?, -15%, -16%, 5, -1%, 9%, -2%, 13%, -4%, -4%
CN(C)CC#CCC(O)(c1ccccc1)C1CCCC1 (stereo not drawn)
    -1%, 2%, ., 1%, -9, 0%, 8%, 7%, -22%, -1%, -3%
CC(C)C(=O)N1CCN(CCN=Cc2c(O)n(C)c(=O)n(C)c2=O)CC1
    2%, 8%, -4%, -11%, -7, -2%, 0%, -4%, -4%, 1%, 1%
COc1cc(OC)c(OC)cc1CNCCc1ccc(F)cc1
    -5%, 8%, 1%, -1%, 3, -5%, -7%, -1%[11.5 µM], 0%, 0%, 0%
COc1cc([C@@H]2c3cc4c(cc3[C@H](O)[C@H]3COC(=O)[C@H]23)OCO4)cc(OC)c1OC
    ?, 14%, -7%, 3%&16%&-17%&-11%, ?, 0%, -16%&-12%&-6%&5%, -6%, ?, -30%[inhibitor], -34%[inhibitor]
O=c1c2cc([N+](=O)[O-])ccc2nc(CN2CCOCC2)n1-c1ccccc1F
    3%, -3%, ?, 16%, ., 4%, -19%, ?, ., 6%, 1%
O=c1[nH]c(=O)n(CCC2=CCCCC2)c(O)c1C=Nc1cccc(F)c1
    1%, -1%, ?, ?, -18, -1%, -15%, 3%, -22%, 3%, -10%
CCCCSP1(=S)NCCCO1 (stereo not drawn)
    -1%, 7%, -1%, -32%, -4, 1%, 5%, -2%, -4%, 6%, -2%
Cc1ccccc1-n1c(O)c(/C=N/c2nccs2)c(=O)[nH]c1=O
    8%&0%, 0%&-14%, 12%&7%, -15%&-1%, 3&-7, -1%&-2%, 3%&-2%, 4%&-12%, -5%&-5%, 1%&-4%, -1%&0%
CC(=O)c1cn(Cc2ccccc2C#N)c2ccccc12
    11%, -3%, 13%, ?, 9, 6%, 3.2µM*, -2%, -40%, -33%[inhibitor], -26%
COC(=O)C1=C(c2ccc(OC)c(OC)c2)C[C@@H]2CC[C@H]1N2C(=O)NCCCOC(C)C
    3%, 20%, ., ., 2, 3%, ., ., 6%, -1%, 0%
O=C(C(=O)N1CCOCC1)c1cn(Cc2ccc(F)cc2)c2ccccc12
    1%, -3%, ., 5%, 23, 4%, 9%, -4%, 0%, -1%, 1%
O=C(N/N=C/c1c(O)n(CCc2ccc(F)cc2)c(=O)[nH]c1=O)c1ccccc1
    11%, 19%, ., -3%, 21, -5%, -12%, 5%, 20%, -1%, -2%
COC(=O)C1=C(c2ccc(OC(F)(F)F)cc2)C[C@@H]2CC[C@H]1N2C(=O)NC1CC1
    -3%, -1%, ., ., -6, -2%, ., ., 0%, -1%, -7%
CC(C)c1cccc(C(C)C)c1OCCn1ccnc1
    0%, -10%, -18%, 22µM*, 2, 6%, ?, 3%, -41%, -3%, 2%
COc1ccc(C(=O)NCc2cc3ccccc3n2C)cc1
    19%, ?, 18%, -10%[1.91 µM], -3, ?, 9%, -3%, 77%, ?, ?
CN1C(=O)NC(=O)/C(=C/c2ccc([N+](=O)[O-])s2)C1=O
    0%, -9%, ., 13%, 2, ?, -23%, 14%, -15%, -2%, -5%

Screening data (PubChem BioAssay)
